# ABHD5-PLIN5 inh – ABHD5-PLIN5 interaction inhibitors, primary screen, cell lysate, split luciferase complementation, luminescence | Split G. princeps luciferase complementation, 4 h | 360,000 tested, 0.78% active | inhibition, % at 4 µM;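 active = inhibition above the mean inhibition across every tested compound plus 3 SD, cut at about 22% in these data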;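 also: 0% = DMSO only wells and the 100% control is not disclosed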
# NCOA2 inhibitor – inhibition of GAL4-SRC2 driven luciferase reporter, primary screen, SRC2 inhibitor project, cell-based, luminescence. AID 651957, 2012. inhibition, % at 9 µM. Nuclear receptor coactivator 2 (Homo sapiens), Q15596. 370,000 tested, 0.17% active. HEK293 GAL4-SRC2 luciferase reporter;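 active = inhibition above the mean inhibition of all tested compounds plus 3 SD, set per campaign, cut at about 52% in these data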;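 also: 0% = DMSO treated cells and 100% = cells given Gossypol at 36 µM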
# TLR9-MyD88 block – inhibitors of TLR9-MyD88 association in cells, primary screen, cell-based, CHO, BLA complementation, fluorescence; Toll-like receptor 9 (Homo sapiens) + Myeloid differentiation primary response protein …; CCF4 FRET ratio; inhibition, % at 4.98 µM; 340,000 tested, 0.21% active;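 active = inhibition above the mean over all tested compounds plus 3 SD, cut at about 21% in these data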;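 also: 0% = DMSO only wells and 100% = clavulanate BLA inhibitor control wells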
# TWEAK-Fn14 inh – inhibitors of TWEAK-Fn14 signaling, primary screen, luciferase reporter cells, uHTS; 360,000 tested, 2% active; inhibition, % at 10 µM; TWEAK-stimulated Fn14 reporter cells, luciferase luminescence, 8 h; in the data active = inhibition above about 50%
# NR5A2 inv ag – LRH-1 (NR5A2) inverse agonists, primary screen, cell-based, luminescence, HEK293T, StAR-luciferase reporter | LRH-1 transfected, 24 h | inhibition, % at 3.6 µM | 360,000 tested, 0.13% active;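 active = inhibition above the mean inhibition of all tested compounds plus 3 SD, cut at about 73% in these data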;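 also: 0% = DMSO wells and 100% = reporter-only cells lacking LRH-1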
# SRC3 inh – SRC3 coactivator transcriptional activity inhibitors, primary screen, cell-based, luminescence. Nuclear receptor coactivator 3 (Homo sapiens), Q9Y6Q9. HEK293 GAL4-SRC3 luciferase reporter. inhibition, % at 3.6 µM. 360,000 tested, 0.17% active. AID 588352, 2011;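 active = inhibition above a per-campaign cutoff, the mean of all compounds plus 3 SD, cut at about 60% in these data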;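 also: 0% = DMSO-treated cells and 100% = gossypol-treated cells at 36 µM; higher means less SRC3-driven luciferase light from the GAL4 reporter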
# NOD2-RIPK2 inh – NOD2-RIPK2 binding disruptors in cells, primary screen, fluorescence, CHO cells, BLA complementation; Receptor-interacting serine/threonine-protein kinase 2 (Homo sapiens), O43353; CCF4 ratio; inhibition, % at 4.98 µM; 360,000 tested, 0.38% active; in the data active = inhibition above about 21%;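 also: 0% = vehicle only and 100% = reference blocker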
# COUP-TFII inh – NR2F2 transcriptional activity inhibitors, primary screen, cell-based, luciferase reporter, HEK293T, luminescence. COUP transcription factor 2 (Homo sapiens), P24468. HEK293T NGFI-A luciferase reporter. inhibition, % at 8.6 µM. 370,000 tested, 0.7% active;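 active = inhibition above a per-plate cutoff, mean inhibition of test wells between control levels plus 3 SD, cut at about 38% in these data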;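 also: cells cotransfected with COUP-TFII expression vector driving the NGFI-A reporter; 0% = median of COUP-TF2 test wells and 100% = reporter-only cells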
# Exocytosis inh – LAMP-1 surface exposure blockers, TALL-104 cells – cell-based, flow cytometry, MLPCN library, primary screen; TALL-104 LAMP-1 surface exposure; cells stimulated with thapsigargin and PMA; inhibition, % at 10 µM; 360,000 tested, 0.66% active; AID 651702, 2012;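 active = inhibition above about 55%, limit read from the data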
# TROY NFkB inh – inhibitors of TROY-driven NF-kB signaling, primary screen, Q293 LMP1-TROYcd cells, NF-kB luciferase, uHTS | Q293 LMP1-TROYcd NF-kB luciferase reporter, 4 h | inhibition, % at 10 µM | 360,000 tested, 0.98% active | AID 1347056, 2019;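 active = compounds whose plate-normalised and pattern-corrected inhibition of the luciferase reporter signal at the single screening dose is 50% or more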
# SRC1 inh – SRC1 coactivator transcriptional activity inhibitors, primary screen, cell-based, luminescence; Nuclear receptor coactivator 1 (Homo sapiens), Q15788; HEK293 GAL4-SRC1 luciferase reporter; inhibition, % at 3.6 µM; 360,000 tested, 0.12% active; AID 588354, 2011;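 active = inhibition above the campaign mean plus 3 SD, with each screening campaign given its own cutoff, cut at about 60% in these data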;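 also: 0% = DMSO treated cells and 100% = gossypol at 36 µM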
# Target sequence (Q15788 whole entry, looked up, the tested form may be a part): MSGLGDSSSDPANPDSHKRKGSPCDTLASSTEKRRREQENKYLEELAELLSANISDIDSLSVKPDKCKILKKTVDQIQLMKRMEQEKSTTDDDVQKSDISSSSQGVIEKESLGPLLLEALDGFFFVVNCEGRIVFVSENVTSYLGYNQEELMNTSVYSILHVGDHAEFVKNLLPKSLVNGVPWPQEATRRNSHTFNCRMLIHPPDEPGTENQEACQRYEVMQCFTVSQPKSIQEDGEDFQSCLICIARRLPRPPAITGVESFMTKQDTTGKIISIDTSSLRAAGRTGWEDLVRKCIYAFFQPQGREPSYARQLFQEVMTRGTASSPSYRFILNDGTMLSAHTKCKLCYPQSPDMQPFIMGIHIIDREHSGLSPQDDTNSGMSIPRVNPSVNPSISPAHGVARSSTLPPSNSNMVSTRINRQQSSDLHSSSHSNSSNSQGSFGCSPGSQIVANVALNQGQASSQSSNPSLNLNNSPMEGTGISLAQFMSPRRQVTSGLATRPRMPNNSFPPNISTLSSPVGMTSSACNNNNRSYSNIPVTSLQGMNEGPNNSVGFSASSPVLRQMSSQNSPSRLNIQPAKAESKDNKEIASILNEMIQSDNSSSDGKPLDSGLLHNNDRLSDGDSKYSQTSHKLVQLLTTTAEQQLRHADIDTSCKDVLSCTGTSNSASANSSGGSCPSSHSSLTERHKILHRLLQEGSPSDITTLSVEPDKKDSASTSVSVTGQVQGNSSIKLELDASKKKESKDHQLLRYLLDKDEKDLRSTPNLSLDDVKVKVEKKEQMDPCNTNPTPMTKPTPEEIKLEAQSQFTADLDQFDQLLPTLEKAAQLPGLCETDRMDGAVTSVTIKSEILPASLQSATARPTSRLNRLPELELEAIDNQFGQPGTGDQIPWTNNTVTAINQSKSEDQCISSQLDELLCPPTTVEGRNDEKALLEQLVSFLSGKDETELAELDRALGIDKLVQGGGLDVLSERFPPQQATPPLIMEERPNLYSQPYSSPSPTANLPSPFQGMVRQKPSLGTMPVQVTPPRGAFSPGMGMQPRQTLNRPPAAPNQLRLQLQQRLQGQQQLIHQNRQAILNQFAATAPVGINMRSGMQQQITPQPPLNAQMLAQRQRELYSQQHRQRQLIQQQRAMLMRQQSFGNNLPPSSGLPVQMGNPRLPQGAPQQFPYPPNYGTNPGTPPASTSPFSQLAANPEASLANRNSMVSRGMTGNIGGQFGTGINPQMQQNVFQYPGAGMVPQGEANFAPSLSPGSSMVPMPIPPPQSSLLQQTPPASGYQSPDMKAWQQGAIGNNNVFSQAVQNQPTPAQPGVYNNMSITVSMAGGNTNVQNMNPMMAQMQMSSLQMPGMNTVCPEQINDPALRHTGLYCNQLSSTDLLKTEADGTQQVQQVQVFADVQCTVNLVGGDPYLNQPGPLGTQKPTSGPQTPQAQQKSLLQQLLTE
# * = called active by the depositor; · = not tested or not shown.
SMILES,ABHD5-PLIN5 inh,NCOA2 inhibitor,TLR9-MyD88 block,TWEAK-Fn14 inh,NR5A2 inv ag,SRC3 inh,NOD2-RIPK2 inh,COUP-TFII inh,Exocytosis inh,TROY NFkB inh,SRC1 inh
O=C(CCS(=O)(=O)c1ccccc1)N(CCCN1CCOCC1)c1nc2ccccc2s1,-3,-41,3,28,-70,-58,2,-7,58*,-13,-49
COc1ccc(C2c3c(n[nH]c3C)CC(C)(O)C2C(C)=O)cc1OC (stereo unspecified),9,-9,7,4,-4,-4,2,-23,5,5,-7
C=CCOc1ccccc1C1NC(=O)NC(C)=C1C(=O)NCc1ccccc1 (stereo unspecified),4,-18,3,1,1,-10,-5,-15,1,11,-3
COc1ccc(CC(=O)Nc2cccc(-c3cn4ccccc4n3)c2)cc1,4,-34,-7,-6,-61,-25,-6,-21,-2,-45,-45
O=C(COn1nnc2ccccc21)NCC1CCCCC1,4,-56,-4,-29,-79,-37,-4,-36,-1,-49,-60
S=c1[nH]nc(CSc2nc3ccccc3s2)o1,-5,9,-5,44,5,16,-10,3,-4,32,-3
Cc1ccc(NC(=O)Cn2c(O)c(N=NS(=O)(=O)c3ccc(C)cc3)c3ccccc32)cc1,-6,-16,-2,-5,-2,-11,6,-11,56*,-14,-3
Nc1ccccc1-c1nc2ccccc2[nH]c1=O,-13,-34,-7,-12,-76,-46,-3,-38,5,-46,-67
CC(C)CNS(=O)(=O)c1cc(C(=O)OC2CCOC2=O)c(Cl)cc1Cl (stereo unspecified),6,-4,-11,6,9,4,-1,14,9,-27,-13
Clc1ccc(/C=N/Nc2nn[nH]n2)cc1,2,-22,-1,-12,0,-17,-4,-6,-1,-6,2
COc1ccc(-n2ncc3c(NCC4CCCO4)ncnc32)cc1 (stereo unspecified),4,·,0,39,-110,-112,0,·,-3,-31,-112
O=C(Nc1ccc(F)cc1)c1cc(-c2ccccn2)nc2c(Cl)cccc12,0,10,-6,-33,1,2,-5,-18,-4,-13,-6
CCCCN(C(=O)c1c(C)noc1C)c1c(N)n(CCC)c(=O)[nH]c1=O,-7,14,1,12,2,13,-6,-19,-1,-7,2
COc1cccc(C(=O)Nc2ccccc2N2CCN(C(=O)c3ccccc3)CC2)c1,-3,4,2,-14,10,-21,-8,11,-1,0,-9
COc1ccc(C2NC(=S)NC(C)=C2C(=O)Nc2ccccn2)cc1OC (stereo unspecified),2,-15,0,-4,-6,7,0,4,-2,4,-4
Nc1nc(CN2CCN(C(=O)c3ccco3)CC2)nc(Nc2cccc(Cl)c2)n1,2,11,4,5,3,8,-5,-1,-8,19,13
CCCC1C(=O)Nc2ccccc2N1C(=O)c1cccc(C)c1 (stereo unspecified),7,4,5,27,4,1,8,-5,-7,-11,4
N#Cc1ccc(OCc2nnc(-c3ccc([N+](=O)[O-])cc3)o2)cc1,-3,2,-1,-1,-10,19,-12,-7,-5,-15,14
O=C(COC(=O)Cn1cnc2ccccc2c1=O)NCCC1=CCCCC1,10,-22,4,17,13,13,2,1,-7,5,18
O=C(Oc1ccc2c(c1)OCO2)c1ccncc1,-2,-4,-6,-17,-4,7,5,9,-6,12,9
O=C(COc1ccccc1)N1CCCC1,-6,1,-2,-8,14,-11,-6,17,-2,1,3
N=C1/C(=C\c2ccc(-c3ccc(C(=O)O)cc3)o2)C(=O)N=C2SC=C(c3ccccc3)N12,-1,25,-8,40,6,1,-6,-6,2,4,7
COc1ccc(-n2c(SCC(N)=O)nc3sc4c(c3c2=O)CCC4)cc1,6,13,-2,-8,1,2,2,10,-8,-2,18
O=C1CSC2=NCN(c3ccccc3)CN12,0,-24,11,-8,-2,2,8,-2,-2,-5,-8
COC(=O)c1ccc(OCC2c3cc(OC)c(OC)cc3CCN2C(=O)C2CC2)cc1 (stereo unspecified),5,-34,0,-37,-2,-10,1,14,13,7,-3
COc1cc(CN2CCCC(C(=O)Nc3cccc(-n4cccn4)c3)C2)ccc1F (stereo unspecified),5,-4,-6,10,9,16,-1,-4,-3,16,-1
CC(=O)N(CCCN(C)C)c1nc2ccc(C)cc2s1,13,-29,1,16,-4,14,-1,3,6,-2,6
CN(C1CCCCC1)S(=O)(=O)c1ccc(NC(=O)c2ccc(Br)o2)cc1,-6,-31,0,9,-4,1,1,6,2,2,-3
O=C(C[C@H]1CC[C@@H](NC(=O)Nc2ccc3c(c2)OCO3)[C@@H](CO)O1)NCc1ccccc1,3,11,·,·,0,·,-2,-20,-5,·,·
COc1ccc2c(c1)OC[C@H]1[C@@H]2N2C(=O)CNC(=O)[C@@]2(C)[C@H]1c1ccccc1,1,10,-5,9,-5,-2,-6,19,0,5,0
COCCNC(=O)C1(C)CCN(C(=O)c2cccnc2Oc2ccccc2)C1 (stereo unspecified),4,2,·,1,-9,-11,3,3,-3,-12,2
CCS(=O)(=O)Nc1ccc(-c2ccc(NS(=O)(=O)CC)c(OC)c2)cc1OC,6,14,-2,7,27,7,-7,-1,1,23,7
CC(C)(C)OC(=O)NNC(=O)c1ccc(Cl)cc1,5,-14,-4,-1,-10,-8,-14,-7,4,-18,2
C=CCN1C(=O)C(CC(=O)Nc2ccccc2)SC1=Nc1c(C)n(C)n(-c2ccccc2)c1=O (stereo unspecified),3,4,9,3,10,5,1,0,-4,1,2
COc1ccc(CN(C)Cc2nc3scc(-c4ccccc4)c3c(=O)[nH]2)cc1OC,-2,-10,10,-40,7,-13,4,0,-3,-6,-4
O=C(Nc1cc(Cl)ccc1N1CCOCC1)c1cccnc1Cl,-3,17,1,-2,13,13,-1,-2,-3,4,5
O=C(/C=C/c1ccc2c(c1)OCO2)NCc1cn2cc(Cl)ccc2n1,-1,1,0,-1,12,5,10,-8,-1,-4,-14
CC1CCN(CC(O)COc2ccc(OCC(O)CN3CCC(C)CC3)cc2)CC1 (stereo unspecified),-8,-28,-2,4,-5,-3,16,2,11,-2,4
COc1ccc([C@@H]2[C@@H]3C(=O)N(C(C)(C)C)C(=O)[C@@H]3[C@]3(CC(C)C)C(=O)N(c4ccccc4)C(=O)N23)cc1,-2,-32,-6,-4,-28,-11,-7,-14,-3,-50,-12
COc1ccc(-c2nnn(Cc3nn[nH]n3)n2)cc1OC,-3,27,1,-17,9,8,7,9,1,7,2
Cc1ccc(C(=O)Nc2cccc(C(=O)N/N=C/c3ccccc3F)c2)cc1,-3,-15,-1,-10,-104,-72,-6,-31,25,-30,-97
CC1CCN(C(=O)CN2C(=O)NC(c3ccccc3)(c3ccccc3)C2=O)CC1,7,-9,-8,9,7,-20,-2,-4,-15,-24,-8
COc1ccc(NC(=O)c2cc([N+](=O)[O-])ccc2N2CCCC2)cc1,6,-26,·,5,2,22,-2,-1,-2,0,-9
COc1ccccc1N1CCN(C(=O)c2cccc(S(=O)(=O)N3c4ccccc4CC3C)c2)CC1 (stereo unspecified),4,4,-1,23,-3,2,5,-2,-2,28,0
CCc1ccc(C2c3[nH]c4ccccc4c3CCN2C(=O)CNC(N)=O)cc1 (stereo unspecified),5,-4,-1,7,14,17,-4,4,-1,17,-27
Cc1ccc(N2C(=O)C(Cl)=C(NCc3ccccc3)C2=O)c(C)c1,-3,20,-9,5,4,24,5,2,-1,-2,6
CCN(CC)CCCNc1oc(-c2ccccc2[N+](=O)[O-])nc1C#N,0,-14,4,6,-4,-1,15,2,-4,-14,-10
O=C(CC1S/C(=N/N=C/c2c[nH]c3ccc(OCc4ccccc4)cc23)NC1=O)Nc1ccccc1 (stereo unspecified),10,-1,-3,-24,6,2,-8,0,16,-16,-1

# 2 compounds drawn at random from those above, as already listed:
SMILES,ABHD5-PLIN5 inh,NCOA2 inhibitor,TLR9-MyD88 block,TWEAK-Fn14 inh,NR5A2 inv ag,SRC3 inh,NOD2-RIPK2 inh,COUP-TFII inh,Exocytosis inh,TROY NFkB inh,SRC1 inh
CCN(CC)CCCNc1oc(-c2ccccc2[N+](=O)[O-])nc1C#N,0,-14,4,6,-4,-1,15,2,-4,-14,-10
O=C1CSC2=NCN(c3ccccc3)CN12,0,-24,11,-8,-2,2,8,-2,-2,-5,-8

# Continued.
SMILES,ABHD5-PLIN5 inh,NCOA2 inhibitor,TLR9-MyD88 block,TWEAK-Fn14 inh,NR5A2 inv ag,SRC3 inh,NOD2-RIPK2 inh,COUP-TFII inh,Exocytosis inh,TROY NFkB inh,SRC1 inh
O=C(CCN1CCN(c2ccc(Cl)cc2)CC1)Nc1nccs1,7,8,-4,-3,-8,1,-3,8,7,15,10
Cc1ccc(C2CC(c3cccs3)n3nc(N)nc3N2)cc1 (stereo unspecified),4,-2,-6,-4,-6,16,1,-7,3,-9,-9
NS(=O)(=O)c1ccc(CCNC(=O)CCCCCn2c(=S)[nH]c3ccc(Br)cc3c2=O)cc1,6,5,-18,18,-6,-6,4,-6,0,-5,-3
CC(C)(O)C#Cc1ccc(C(=O)N2CCN(c3ccccc3)CC2)cc1,-5,-11,8,5,10,20,-1,9,-2,-1,-3
O=C(O)CCC(=O)N1CCN(c2ncccc2C(F)(F)F)CC1,-5,8,-5,-10,4,22,-4,11,0,-4,6
O=C(CSc1nc2ccccc2s1)NCCOc1ccc(Cl)cc1,-6,-1,-6,2,-14,8,7,-1,3,14,1
CCc1nc2ccc(C(=O)NCCOc3ccc(OC)cc3)cn2c1N(C)C(=O)COc1ccccc1,-6,11,·,-6,21,11,3,1,12,4,-2
CC(C)Cc1ccc(CN2CCCC(NC(=O)CCCN3CCCC3=O)C2)cc1 (stereo unspecified),2,16,-4,23,-10,-15,-15,10,2,0,-3
COc1ncnc2c1oc1nc(CC(C)C)c3c(c12)CC(C)(C)OC3,5,14,2,6,-5,2,-14,14,-1,10,-13
C/C(=N\NC(=O)CC1N=C(Cc2ccccc2)NNC1=O)c1ccccc1 (stereo unspecified),-2,11,4,-21,11,13,3,-13,-1,14,-1
CCOC(=O)CSc1nc2ccc(N)cc2s1,-4,9,-7,29,-5,3,-11,-5,1,-18,-15
O=S(=O)(c1ccccc1)c1nc(-c2ccccc2)oc1N1CCCCC1,-2,-9,-7,-19,12,-3,-15,8,-1,-33,1
CCN1CCN(c2oc(COc3ccc(-c4ccccc4)cc3)nc2C#N)CC1,9,-7,-3,0,19,-7,-2,1,21,4,6
COc1ccc(CN2CCN(c3ncnc4scc(-c5ccc(F)cc5)c34)CC2)cc1,5,11,-2,-17,-1,7,8,-12,60*,-4,-4
O=C(c1ccccc1)c1ccc2nc(N3CCCCC3)c3nncn3c2c1,-4,-8,2,40,9,-5,3,6,2,31,-5

# Bioassay records (PubChem)

# These rows are one share of the data, so the mix of outcomes need not match the whole.
